Screens as filed in PubChem BioAssay.
HCV inh = blocks hepatitis C virus; AID 651820; Potency, µM (highest dose often 41.8 µM), for the others: at the highest dose activity change, negative = inhibition, actives largely listed as inhibitors; 3.4% of 340,000 active; Huh7.5.1 HCVcc-Cre infection, luciferase reporter, 44 h; note: potency is the fitted concentration of half-maximal effect
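Infectious HCV cell culture screen: compound-treated cells (1,000/well, pre-plated 4 h) are infected with HCVcc-Cre at roughly 0.5 moi and grown 44 h. Infection is quantified by luciferase signal after 15 min substrate incubation at room temperature.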
LmPK inh = inhibitors of Leishmania mexicana pyruvate kinase; 0.37% of 290,000 active; purified LmPK, Kinase-Glo ATP luminescence, 1 h; Potency, µM (highest dose often 57.5 µM), without a hit: top-dose activity change, negative = inhibition, hits mostly inhibitors; AID 1721; note: potency is the fitted concentration of half-maximal effect
Target sequence (Q27686 whole entry, looked up): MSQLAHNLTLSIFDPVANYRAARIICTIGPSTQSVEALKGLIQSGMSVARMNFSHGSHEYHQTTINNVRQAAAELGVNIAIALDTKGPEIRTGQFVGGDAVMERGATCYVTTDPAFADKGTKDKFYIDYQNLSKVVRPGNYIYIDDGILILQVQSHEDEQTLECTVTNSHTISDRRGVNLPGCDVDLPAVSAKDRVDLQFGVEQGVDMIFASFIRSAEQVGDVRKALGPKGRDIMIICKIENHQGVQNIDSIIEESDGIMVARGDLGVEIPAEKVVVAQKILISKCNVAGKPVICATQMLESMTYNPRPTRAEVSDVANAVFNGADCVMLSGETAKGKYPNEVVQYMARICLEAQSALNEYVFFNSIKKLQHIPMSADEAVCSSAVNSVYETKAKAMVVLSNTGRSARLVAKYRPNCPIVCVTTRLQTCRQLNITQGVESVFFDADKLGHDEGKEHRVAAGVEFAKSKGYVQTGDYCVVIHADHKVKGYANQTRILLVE
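Purified LmPK (0.1 nM) converted ADP (0.1 mM) to ATP with PEP (0.5 mM) in imidazole buffer pH 7.2 with KCl and MgCl2, 1 h at room temperature. ATP was read by Kinase-Glo luminescence; data normalized to uninhibited and no-enzyme controls.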
AMA1-RON2 inh = AMA1-RON2 (P. falciparum) interaction inhibition; AID 720542; Potency, µM (top dose mostly 58.2 µM), for inactives: at the highest dose activity change, negative = inhibition, most hits filed as inhibitors; AlphaScreen AMA1-biotinylated RON2 peptide binding; 0.2% of 360,000 active;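 note: potency is the fitted concentration of half-maximal effect; 0% = vehicle wells and -100% = peptide control; nearly all actives have a fitted effect of over 45% in size; some results filed as inactive show a strong effect at the top dose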
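AMA1 (3D7) with his tag at 25 nM final met compounds first, then biotinylated RON2 peptide at 25 nM; detection used donor plus acceptor beads, 10 µg/mL apiece, read by AlphaScreen after 30 min at room temperature.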
AmpC inh detg = inhibitors of E. coli AmpC beta-lactamase with detergent | AmpC hydrolysis of nitrocefin, absorbance 480 nm, 0.01% Triton | Potency, µM (highest dose often 114 µM), for the others: at the top dose activity change, negative = inhibition, most hits filed as inhibitors | 0.041% of 370,000 active;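 note: potency is the fitted concentration of half-maximal effect; 0% = no-compound wells and -100% = no-enzyme wells; nearly all actives have a fitted effect of over 25% in size; some results filed as inactive show a strong effect at the top dose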
Target sequence (P00811 whole entry, looked up): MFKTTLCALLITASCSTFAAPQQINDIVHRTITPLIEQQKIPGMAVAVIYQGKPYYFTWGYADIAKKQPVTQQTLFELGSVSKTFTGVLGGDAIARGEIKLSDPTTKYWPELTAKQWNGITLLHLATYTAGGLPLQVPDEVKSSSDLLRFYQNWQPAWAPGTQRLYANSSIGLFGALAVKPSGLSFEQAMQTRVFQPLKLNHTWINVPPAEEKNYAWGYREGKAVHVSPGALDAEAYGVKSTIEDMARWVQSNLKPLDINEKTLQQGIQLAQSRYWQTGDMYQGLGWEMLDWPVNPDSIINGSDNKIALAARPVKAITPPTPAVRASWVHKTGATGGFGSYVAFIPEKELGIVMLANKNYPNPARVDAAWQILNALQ
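20 mM phosphate pH 7.0 + 0.01% (detergent screen) or 0.0001% Triton X-100; 5.3 nM AmpC reagent; cpd preinc 15 min RT; nitrocefin (800 uM stock) to start; A480 q20 s × 4 min; Activity was normalised to no-enzyme and no-compound control wells.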
Tb PYK inh = blocks Trypanosoma brucei pyruvate kinase | Q57TT1 | TbPYK enzyme, Kinase-Glo Plus ATP luminescence, 45 min | Potency, µM (series often up to 76.8 µM), for inactives: at the top dose activity, negative = inhibition, usual class: inhibitors | 0.12% of 410,000 active | AID 624173; note: potency is the fitted concentration of half-maximal effect; nearly all actives have a fitted effect of over 50% in size
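Activity of T. brucei pyruvate kinase was followed by Kinase-Glo Plus luminescence after the enzyme reacted 45 min at room temperature with 130 uM ADP (final) and substrate. Test compounds were added before ADP at multiple concentrations.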
AmpC inh no detg = AmpC beta-lactamase inhibition without detergent; P00811; AmpC nitrocefin hydrolysis, absorbance 480 nm, 0.0001% Triton; Potency, µM (highest dose often 57.1 µM), for inactives: at the top dose activity change, negative = inhibition, actives largely listed as inhibitors; 0.52% of 330,000 active; AID 485341;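 note: potency is the fitted concentration of half-maximal effect; plate controls were no compound for no effect and no enzyme for full effect; nearly all actives have a fitted effect of over 20% in size; some results filed as inactive show a strong effect at the top dose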
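20 mM phosphate pH 7.0 + 0.01% (detergent screen) or 0.0001% Triton X-100; 5.3 nM AmpC reagent; cpd preinc 15 min RT; nitrocefin (800 uM stock) to start; A480 q20 s × 4 min; Activity was normalised to no-enzyme and no-compound control wells.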
HCMV inh = blocks human cytomegalovirus replication; HFF cells, HCMV-luciferase reporter, 72 h; hits give low values; activity change, negative = inhibition, % at 57.5 µM; 4.5% of 410,000 active; in the data active = activity change below about -60%; inconclusive = no clear call, values can overlap the other calls; inactive = above about -39%
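Cell-based, HFFs, 1000 cells/well, 16 h 37C; cpds in DMSO + HCMV-luc, MOI 1 PFU/cell; 72 h 37C; OneGlo luminescence after 5 min RT; norm. to buffer vs Salinomycin 10uM.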
* hit, by the source's call; u = inconclusive; x = no result given; [ ] = dose if it differs, or a comment. Unless noted, calls come from the whole dose curve; as a rule, active = well fitted curve in the direction sought with a large enough effect; inconclusive = small, poorly fitted or top-dose-only effect, or another doubt; inactive = no such curve, though single readings can be large; an effect the other way counts as inactive or inconclusive. Unless noted, % is set by controls: 0 for no effect and ±100 for the full control effect.

SMILES	HCV inh	LmPK inh	AMA1-RON2 inh	AmpC inh detg	Tb PYK inh	AmpC inh no detg	HCMV inh
CCN(c1ccccc1)S(=O)(=O)c1ccc(C(=O)Nc2nnc(COC)o2)cc1	u	-1%	-3%	0%	-2%	-27%	17
COc1ccc(-c2nnc(SCC(=O)Nc3sc4c(c3C#N)CCCC4)n2-c2ccccc2)cc1	-28%	6%	16%	u	5%	-24%	-10
CC(=O)Nc1ccc(N(C(=O)Cn2nnc3ccccc32)C(C(=O)NC2CCCC2)c2ccc(O)c(O)c2)cc1 (stereo not drawn)	14%	0%	7%	4%	-10%	-20%	-31
Cc1ccccc1-n1c(-c2ccc(=O)[nH]n2)n[nH]c1=S	5%	u	2%	5%	u	-19%	13
COc1ccc(C(C(=O)NCc2ccc(F)cc2)N(Cc2cccnc2)C(=O)c2snc(C(N)=O)c2N)cc1 (stereo not drawn)	-14%	1%	-21%	-3%	0%	3%	u
CCc1ccc(-n2nc(C)c3c(C(=O)NCCc4ccc(OC)c(OC)c4)cc(C)nc32)cc1	x	x	x	-1%	1%	x	u
Cc1ccc(OCC(=O)NCCCNC(=O)c2ccco2)cc1C	7%	1%	0%	-1%	-8%	2%	-11
CC(=O)c1cccc(S(=O)(=O)N2CCC(C(=O)OC3CCOC3=O)CC2)c1 (stereo not drawn)	8%	x	-6%	-1%	0%	-11%	-20
O=C(COC(=O)c1ccc2ncsc2c1)NCc1ccc(F)cc1	-6%	x	-4%	-1%	-5%	-15%	0
N#CCCN(CCC#N)S(=O)(=O)c1ccc(C(=O)Nc2nc(-c3ccccc3)c(C(=O)c3ccccc3)s2)cc1	3%	9%	-6%	-12%	2%	-11%	-39
C[C@H](CO)N1C[C@H](C)[C@@H](CN(C)Cc2ccncc2)Oc2c(NC(=O)Cc3ccccc3)cccc2C1=O	u	x	0%	x	-4%	128%[activator]	11
CC(OC(=O)c1cc(Br)ccc1O)C(=O)Nc1ccc(S(=O)(=O)N2CCCC2)cc1 (stereo not drawn)	u	x	-3%	-8%	0%	-38%	-3
CC(Oc1ccc(Br)cc1)C(=O)Nc1ccncc1 (stereo not drawn)	-22%	2%	16%	-5%	-3%	-17%	u
COc1ccc2nc(/C=N/NC(=O)[C@H](C)NC(=O)OC(C)(C)C)ccc2c1	-7%	0%	x	4%	x	-14%	x
Clc1cccc(Cl)c1CNCCCSc1ncccn1	-1%	-4%	1%	u	2%	4%	18
CC(C)Oc1ccccc1OCCCOc1cccc2cccnc12	u	-3%[11.5 µM]	8%	6%	-5%	89%[activator]	-39
O=C1C2CCCN2C(c2cccc(Cl)c2)N1c1ccccn1 (stereo not drawn)	4%	3%	1%	-6%	1%	4%	8
COCCNC(=O)CCn1nc(-c2ccc(C)cc2)c2ccccc2c1=O	13%	-4%	-13%	u	-5%	26%	-7
Cc1ncc([N+](=O)[O-])n1CC(=O)Nc1ccccc1Cl	x	x	-12%	x	-14%	x	16
O=C(Cc1ccc(Br)cc1)Nc1nc2ccccc2[nH]1	6%	-2%	22%	8%	-1%	-34%	u
Cc1[nH]nc2c(=S)[nH]c(=O)[nH]c12	x	x	166%[activator]	x	-15%	x	-3
Cc1nc(N2CCCC2)ncc1C(=O)N1CCN(c2ccc(Cl)cc2)CC1	x	x	x	9%	-1%	x	2
O/N=C/c1cc(Br)ccc1OCc1ccccc1F	u	x	-3%	x	0%	x	42
CCOc1ccccc1C=NNC(=O)CCCCC(=O)NN=Cc1ccccc1OCC	u	x	9%	x	1%	x	-7
COc1ccc(NS(=O)(=O)c2ccc3nc(-c4ccccc4)[nH]c3c2)cc1	x	x	x	5%	9%	x	-10
Cc1occc1-c1nnc(SCc2nc3ccccc3c(=O)n2CC#N)n1C	5%	2%	-1%	-4%	3%	-6%	9
CC(=O)Nc1ccc(N=Nc2c(C)[nH]n(C(N)=S)c2=O)cc1	-7%	2%	106%[activator]	1%	-5%	-14%	-30
Nn1c(SCC(=O)Nc2ccc(F)cc2)nnc1-c1ccccn1	8%	-4%	-23%	3%	-1%	-7%	-6
C=C(C)C1Cc2nc(N)nc(C)c2C1 (stereo not drawn)	4%	-3%	-1%	9%	1%	-14%	-6
CC(=O)N1CCC(N(CCN2CCOCC2)C(=S)Nc2cc(C)cc(C)c2)CC1	11%	-7%	4%	u	2%	67%[activator]	u
Cc1noc(C)c1S(=O)(=O)N(C)C[C@H]1OCc2cn(nn2)CCCC(=O)N([C@H](C)CO)C[C@@H]1C	x	x	-3%	x	2%	x	-6
CCCc1ccc2oc(C(=O)N3CCC[C@H]3CO)c(C)c2c1	-30%	-2%	3%	u	2%	83%[activator]	64
CN(c1ccccc1)S(=O)(=O)c1cccc(NC(=O)Cc2ccc(Cl)cc2)c1	u	x	-3%[11.6 µM]	u	u	-24%	-26
CCCN1CCN(CC2=C(C(=O)OCC)C(c3cccc(OC)c3OC)NC(=O)N2)CC1 (stereo not drawn)	x	x	x	2%	-1%	x	-3
COc1ccc(C=O)cc1OC(=O)N1CCOCC1	0%	-1%	-1%	-2%	-1%	-9%	37
Cc1cc(O)c(C(C)C)cc1N=Nc1ccccc1C(=O)O	-14%	-6%	-17%	-3%	-9%	-40%	-21
O=C(N/N=C/c1c(Cl)cccc1Cl)c1cccc(F)c1	-6%	5%	17%	1%	-16%	-19%	-11
COc1ccc(OC)c(/C=N/NC(=O)c2cc3c(OC)cccc3[nH]2)c1	u	-5%	-10%	10%	2%	u	-17
CC(C)C(=O)NC(=S)Nc1ccc(S(=O)(=O)Nc2ccccc2)cc1	2%	1%	-2%	-8%	-3%	-40%	-3
O=C(N/N=C/c1ccc(OCCCF)cc1)c1cc(OCC(F)(F)F)ccc1OCC(F)(F)F	-13%	3%	4%	-1%	0%	-22%	-36
COc1ccc(OC)c(C(=O)COC(=O)c2cc(C)oc2C)c1	u	-1%	-18%	-13%	4%	-3%	-16
CC1(C)CN(c2ccc(Br)cc2Br)C1=O	-12%	-10%	33%[activator]	7%	7%	-7%	-12
Cc1cc(C)n(-c2ncnc3c2oc2ccccc23)n1	-9%	-9%	7%	-14%	-7%	0%	-31
CC(C)(C)NCC(=O)c1c[nH]c2ccccc12	9%	-8%	-5%	-3%	6%	-19%	54
CCn1c(CCNC(=O)c2ccc(Cl)cc2)n[nH]c1=S	2%	-12%	6%	-3%	u	-28%	12
CN(C)c1ccc(C=Cc2cnccn2)cc1	8%	x	10%	x	-10%	x	41
CC(OC(=O)c1cc(S(=O)(=O)N2CCOCC2)ccc1Br)C(=O)N1CCOCC1 (stereo not drawn)	15%	x	0%[11.6 µM]	u	1%	0%	4
CCCC1CC(CSc2ncn[nH]2)OC1=O (stereo not drawn)	24%	2%	11%	u	-1%	-15%	31
CC1(C)C2CCC1(C)C(OCCNCCOC(=O)Nc1ccccc1)C2 (stereo not drawn)	2%	4%	-14%	2%	5%	95%[activator]	0
Cc1ccc(C(=O)N2CCCC(CCC(=O)NCc3ccc(F)c(F)c3)C2)cn1 (stereo not drawn)	8%	-6%	15%	-12%	0%	10%	31

Other results
SMILES	HCV inh	LmPK inh	AMA1-RON2 inh	AmpC inh detg	Tb PYK inh	AmpC inh no detg	HCMV inh
COCCNC(=O)c1cc(Br)ccc1Cl	-6%	-1%	7%	-12%	-7%	-19%	44
N#Cc1cccc(S(=O)(=O)Nc2c(NC3CCCCC3)c3ccccc3oc2=O)c1	-8%	-10%	-12%	-7%	4%	-41%	x
CCc1ccc(S(=O)(=O)c2nnn3c2nc(Nc2ccc(NC(C)=O)cc2)c2sccc23)cc1	x	x	x	8%	-5%	x	11
O=C(/C=C/c1ccc(S(=O)(=O)N2CCOCC2)cc1)NC(=S)Nc1ccc(Cl)cc1Cl	-5%	1%	2%	-2%	4%	-36%	-30
CCOc1ccc(OCCCC(=O)ON=C(N)c2ccccc2C)cc1	20%	x	31%[activator]	5%	-4%	-18%	u
CCCNC(=O)c1cc2c(c(-c3cccc(-c4cc5ccccc5o4)c3)n1)[C@@H](CCO)N(C(=O)NC(C)C)C2	x	x	0%	x	5%	x	u
Nc1cc(=O)[nH]c(SCC(=O)Nc2ccc(S(=O)(=O)N3CCOCC3)cc2)n1	11%	1%	22%	4%	10%	-16%	28
Cc1ccc(S(=O)(=O)N2CCCOC2CNC(=O)C(=O)NCc2ccc3c(c2)OCO3)cc1 (stereo not drawn)	-25%	-4%	2%	3%	-4%	-23%	-11
COc1ccccc1N1C(=O)S/C(=C\c2cccs2)C1=O	9%	-11%	-10%	u	-7%	-1%	75
Cc1cc2c(SCc3ccccc3Cl)nc(N)nc2nc1C	-24%	x	-5%	x	4%	x	-11
Cc1nnc(SCC(=O)NCC2COc3ccccc3O2)s1 (stereo not drawn)	-6%	x	26%	-6%	-1%	-17%	-36
Cc1cc(/C=N/NC(=O)c2cccnc2)c(C)n1CC(C)C	8%	-6%	76%[activator]	-4%	-4%	0%[2.29 µM]	-12
O=C(Nc1ccc(N2CCN(c3ccc(F)cc3)CC2)c(C(=O)O)c1)c1ccccc1F	x	x	x	7%	2%	x	11
Cc1ccc(S(=O)(=O)N2CCN(C(=O)CCC(=O)Nc3ccc(Br)c(C)c3)CC2)cc1	-15%	x	-7%[11.6 µM]	x	3%	x	-4
Cc1ccc2c(COC(=O)c3n[nH]c4ccccc34)cc(=O)oc2c1	u	-1%	-22%	-12%	-3%	-28%	-17
CCOC(=O)C(C)Sc1nnc(CSc2nc3nc(C)cc(C)n3n2)o1 (stereo not drawn)	-15%	-2%	-8%	-8%	-2%	-8%	-27
COc1cc(C(C)=O)ccc1OCC(=O)NC(=O)Nc1ccc(C)cc1C	-2%	x	13%	x	-11%	-22%	30
CC(=O)c1cccc(-c2ccc3c(c2)C(C)(Cc2ccccc2F)C(=O)N3)c1 (stereo not drawn)	x	x	-4%	x	1%	x	u

An excerpt from above in order of formula weight, lowest first.
SMILES	HCV inh	LmPK inh	AMA1-RON2 inh	AmpC inh detg	Tb PYK inh	AmpC inh no detg	HCMV inh
Cc1ccccc1-n1c(-c2ccc(=O)[nH]n2)n[nH]c1=S	5%	u	2%	5%	u	-19%	13
CCn1c(CCNC(=O)c2ccc(Cl)cc2)n[nH]c1=S	2%	-12%	6%	-3%	u	-28%	12
CC(=O)Nc1ccc(N=Nc2c(C)[nH]n(C(N)=S)c2=O)cc1	-7%	2%	106%[activator]	1%	-5%	-14%	-30
